# Lamin A splicing: changes lamin A minigene splicing in HeLa cells | HeLa LMNA splicing GFP/RFP minigene ratio, 48 h | AID 1487 | Potency, µM (top dose mostly 46.1 µM), without a hit: at the highest dose ratio change, negative = inhibition, actives largely listed as inhibitors | 200,000 tested, 0.01% active; active means well fitted inhibition curve with a large enough effect in the signal ratio, with a control signal flat, not every such curve was filed as active; inconclusive means small, poorly fitted or top-dose-only effect, or effect the other way, or a change in a side signal; the % refers to the signal ratio; further: potency means the concentration at half of the fitted maximal effect; on the % scale 0 is the no-effect control and ±100 the full control effect
#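 Read-out is the ratio of GFP to DsRed2 object intensity, acquired by 488 nm laser-scanning cytometry on HeLa lamin A-EGFP minigene reporter cells. Compound incubation 48 hrs at 37 °C in Opti-MEM with 2% FBS; DMSO 0.5% final.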
# CBFb-RUNX1 inh: inhibitors of human CBF-beta and RUNX1 interaction. Q01196+Q13951. AlphaScreen CBFb-His/RUNX1-biotin binding, biochemical. Potency, µM (top dose mostly 59.8 µM), inactives show at the highest dose activity, negative = inhibition, actives largely listed as inhibitors. 230,000 tested, under 10 active. AID 1477; further: % of control where 0% means no effect
# Target sequence (Q01196 whole entry, looked up): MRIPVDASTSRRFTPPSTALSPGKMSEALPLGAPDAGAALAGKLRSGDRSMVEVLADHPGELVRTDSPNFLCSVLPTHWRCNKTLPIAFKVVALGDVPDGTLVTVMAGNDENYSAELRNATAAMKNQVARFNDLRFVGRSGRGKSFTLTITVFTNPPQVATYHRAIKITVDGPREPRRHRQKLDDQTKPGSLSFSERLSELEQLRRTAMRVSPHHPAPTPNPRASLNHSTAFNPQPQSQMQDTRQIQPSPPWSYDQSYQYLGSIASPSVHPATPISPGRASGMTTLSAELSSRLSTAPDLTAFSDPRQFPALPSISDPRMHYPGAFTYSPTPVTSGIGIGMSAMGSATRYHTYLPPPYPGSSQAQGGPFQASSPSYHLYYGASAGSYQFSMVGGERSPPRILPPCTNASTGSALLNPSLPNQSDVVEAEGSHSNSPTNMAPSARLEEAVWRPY
# Target sequence (Q13951 whole entry, looked up): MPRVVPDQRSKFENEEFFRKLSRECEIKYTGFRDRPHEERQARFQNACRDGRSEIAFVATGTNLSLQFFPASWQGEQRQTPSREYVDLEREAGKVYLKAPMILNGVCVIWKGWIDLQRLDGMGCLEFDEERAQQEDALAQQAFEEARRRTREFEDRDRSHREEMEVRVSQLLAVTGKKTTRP
#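 Inhibition was taken as any reduction in AlphaScreen signal from the CBF-beta–RUNX1 pair (His and biotin tags, 30 nM each), measured after compound (15 min) and bead (90 min) incubations at room temperature.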
# GAA inh: blocks human lysosomal alpha-glucosidase; P10253; purified human GAA, 4-MU-alpha-glucoside fluorescence; Potency, µM (highest dose often 76.9 µM), inactives show top-dose activity change, negative = inhibition, usual class: inhibitors; 200,000 tested, 0.005% active; AID 1466;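 further: potency means the concentration at half of the fitted maximal effect; plate controls were uninhibited enzyme wells for no effect and no-enzyme background for full effect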
#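 Enzyme (4 nM final) mixed with compound (up to 77 uM), then 4-MU-alpha-D-pyranoside (400 uM final) added; 20 min at room temperature, pH 5.0. Reaction stopped at pH 10, fluorescence read, AC50 derived by Hill fit.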
# GAA spleen mod: inhibitors or activators of human alpha-glucosidase in spleen homogenate | 240,000 tested, 0.006% active | human spleen homogenate, 4-MU-alpha-glucoside fluorescence | Potency, µM (doses to about 79.9 µM), for the others: at the highest dose activity change, negative = inhibition, most hits filed as inhibitors;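 further: potency means the concentration at half of the fitted maximal effect; 0% = enzyme with vehicle and -100% = no enzyme basal signal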
#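 Human spleen homogenate (1 ug) incubated with compounds and 1 mM 4-methylumbelliferyl-alpha-D-glucopyranoside in pH 5.0 citrate/phosphate buffer, 37 C, 40 min. Stopped at pH 10; 4-MU fluorescence (Ex 365/Em 440 nm); AC50 by Hill fit.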
# HTT aggregate: mutant huntingtin aggregation inhibition | Potency, µM (titrated, usually from 46.1 µM), without a hit: at the highest dose activity change, negative = inhibition, hits mostly inhibitors | AID 1688 | PC12 HttQ103-GFP aggregates, Acumen cytometry, 40 h | 220,000 tested, 1.1% active; further: potency means the concentration at half of the fitted maximal effect; on the % scale 0 is the no-effect control and ±100 the full control effect; nearly all actives have a fitted effect of over 60% in size
#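 Steps: seed 1500 PC12 HTTQ103-GFP cells/well; add tebufenozide, 100 nM final; add compound titration; add ATPLite reagent; quantify GFP aggregates by laser scanning cytometry.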
# GAA glycogen: alters human alpha-glucosidase cleavage of glycogen. P10253. recombinant GAA, glycogen substrate, Amplex Red glucose oxidase fluorescence. Potency, µM (series often up to 76.4 µM), without a hit: top-dose activity change, negative = inhibition, hits mostly inhibitors. 300,000 tested, 0.38% active. AID 2100;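 further: potency means the concentration at half of the fitted maximal effect; 0% = full enzyme reaction and -100% = no-enzyme basal signal; the screen sought inhibitors and activators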
#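 Recombinant human alpha-glucosidase (4 nM final) hydrolysed bovine liver glycogen (30 ug) for 40 min at 37 C in pH 5.0 citrate/phosphate with 0.01% Tween-20. Released glucose detected by glucose oxidase/Amplex Red, Ex 573/Em 610 nm. Compounds up to 77 uM; AC50 from Hill fits.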
# HTT ATP protect: protects HTT-Q103 PC12 cells, measured by ATP; PC12 HTT-Q103 induced, cytoprotection, ATP luminescence, 40 h; Potency, µM (highest dose often 56.4 µM), inactives show cytoprotection (ATP increase), usual class: activators; 230,000 tested, 0.14% active;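 further: potency means the concentration at half of the fitted maximal effect; % of control where 0% means no effect; nearly all actives have a fitted effect of over 45% in size; toxic huntingtin expression switched on by the ecdysone agonist tebufenozide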
#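 Quantitative HTS on tebufenozide-induced (100 nM) PC12 cells expressing HTTQ103 exon 1–GFP; compounds tested as a concentration series; survival measured via cellular ATP.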
# * marks the source's active call; other numbers are inactive results; ? = inconclusive; . = no result given; & = joins results of further samples; [ ] = another dose, or the depositor's remark. Unless noted, the call rests on the fitted dose curve; in most records, active means well fitted curve in the direction sought with a large enough effect; inconclusive means small, poorly fitted or top-dose-only effect, or another doubt; inactive means no such curve, though single readings can be large; an effect the other way counts as inactive or inconclusive.
SMILES,Lamin A splicing,CBFb-RUNX1 inh,GAA inh,GAA spleen mod,HTT aggregate,GAA glycogen,HTT ATP protect
O=C1Nc2cc3c(cc2C1=O)sc1ccccc13,.,9%,0%,5%,-10%[9.22 µM],-2%,-12%[10 µM]
Cc1cc(NC(=O)CSc2ccc3nnc(CCNS(=O)(=O)c4ccccc4)n3n2)no1,?,7%,5%,-15%,6%,3%,-7%
O=C(N/N=C/c1cccc([N+](=O)[O-])c1)c1nc2ccccc2c(=O)[nH]1,.,7%,7%,3%,-10%[9.22 µM],-2%,-4%[10 µM]
Cc1cc(OCc2ccc(F)cc2)nc(-c2ccccc2O)n1,?,16%,-3%,5%,-12%,-7%,-6%
COc1ccccc1CNC(=O)c1ccc(S(=O)(=O)N(C)C)cc1,-16%,8%,-3%,0%,-12%,3%,-14%[10 µM]
CCOc1ncccc1C(=O)OCc1cn2cc(Cl)ccc2n1,5%,4%,0%,-1%,5%,-11%,-10%
O=c1[nH]c(Cc2ccccn2)nc2scc(-c3ccc(Cl)cc3)c12,?,-8%,13%,1%,-4%[9.22 µM],-16%,-29%
O=S(=O)(O/N=C1\CCCc2ccccc21)c1ccc(Cl)cc1,-2%,?,5%,-6%,9%,6%,-6%
CC(=O)Nc1ccc(OCC[n+]2cccc(C(N)=O)c2)cc1,.,7%,-7%,.,-10%,5%,-26%
O=C1C2CCCN2C(c2ccccc2F)N1c1ccc(Cl)cc1 (stereo not drawn),?,1%,4%,-1%,20%,10%,-9%
Cc1nc(OCc2ccccc2)c2sc3nc4c(cc3c2n1)COC(C)(C)C4,15%,5%,?,-1%,-8%,11%,-6%
COC(=O)c1ccccc1NC(=O)CN(C)S(=O)(=O)c1ccc(OC)cc1,-5%,4%,-8%,-5%,-5%,0%,6%
CC(C)(C)n1nnnc1C(c1ccc2ncccc2c1)N1CCC(O)CC1 (stereo not drawn),21%[46 µM],-2%,2%,-14%,-12%,5%,-44%[inhibitor]
COc1ccccc1NC(=O)N(C1CCCC1)C1CCN(C(C)=O)CC1,-13%,-3%,6%,7%,-13%,-7%,-6%
Cc1ccn2c(C(=O)CSc3ccc(Cl)cc3Cl)c(C)nc2c1,?,11%,-6%,-5%,3%,1%,-16%
COC(=O)c1sccc1-c1ccc(/C=N/OC(=O)c2cccs2)o1,.,?,-12%,0%,-16%[9.22 µM],9%,-4%[10 µM]
CCSCc1nnc(SCC(=O)Nc2ccc(F)cc2)n1CC,.,-2%,4%,-5%,6%,-7%,-11%[10 µM]
O=C(O)c1ccccc1-c1c2cc(Br)c(=O)c(Br)c-2oc2c(Br)c(O)c(Br)cc12,.,?,.,6%,10µM*,.,-23%
O=C(CN1C(=O)NC2(CCOc3ccccc32)C1=O)Nc1ccc2c(c1)OCCO2 (stereo not drawn),-3%,-6%,?,-1%,2%,2%,-8%
Cc1ccccc1-c1nnc(SCc2ccccc2)o1,9%,?,-3%,-10%,5%,-11%,3%
CC1Cc2ccccc2N1C(=O)CSc1nc(-c2ccco2)cc(C(F)(F)F)n1 (stereo not drawn),10%,9%,-7%,7%,7%,2%,13%[10 µM]
O=S(=O)(c1cccc2cccnc12)N(CCO)CCO,0%,-1%,-6%,-8%,7%,-1%,37%
C[C@@]12CC(=O)NC1N(C(=O)c1cccc(C(F)(F)F)c1)C(c1ccccc1OC(=O)c1cccc(C(F)(F)F)c1)C2 (stereo partly drawn),?,1%,?,-10%,8%,-25%,-6%
C[C@H]1/C=C\CC(=O)NCc2cccc(c2)CNC(=O)N[C@H]1c1ccccc1,.,-28%,.,2%,.,.,?
O=C(N/N=C/c1sc(N2CCOCC2)nc1-c1ccccc1)c1cccc(S(=O)(=O)N2CCOCC2)c1,.,-22%,.,-12%,-11%[9.22 µM],5%,15%[10 µM]
# (further entries)
SMILES,Lamin A splicing,CBFb-RUNX1 inh,GAA inh,GAA spleen mod,HTT aggregate,GAA glycogen,HTT ATP protect
CN(C(=O)COC(=O)c1ccc([N+](=O)[O-])cc1)c1ccccc1,.,4%,-2%,-1%,-16%,4%,-12%
CCc1cccc(NC2c3ccccc3C(=O)N2c2ccc(C)cn2)c1 (stereo not drawn),2%,-3%,?,4%,-22%,-9%,-20%
CC(=O)Oc1ccccc1-c1nc(C)nc(N(C)C(C)=O)n1,0%,0%,-1%,-17%,-21%,-4%,-8%
COC(=O)C1CC1C(NC(=O)[C@H]1CCCCN1)c1ccccc1 (stereo partly drawn),.,6%,.,0%,.,.,9%
CC1OC2C(OC1C)N(S(C)(=O)=O)CCN2S(C)(=O)=O (stereo not drawn),3%,6%,-9%,5%,6%[9.22 µM],6%,-7%
CC(C)Oc1ccc(C(=O)NCc2ccco2)cc1,-9%,-1%,-2%,11%,-10%,5%,-19%
CC(=O)Nc1ccc(NC(=O)COC(=O)C2(c3ccc(Cl)cc3)CCCC2)cc1,?,12%,-4%,-12%,7%,8%,14%[10 µM]
Cc1ccccc1OCCC(=O)NCCc1ccc(S(N)(=O)=O)cc1,0%,5%,?,-10%,7%,-2%,-10%[10 µM]
COc1ccc(CCN(C)CCC(=O)Nc2ccc(C)cc2)cc1OC,-9%,-6%,-11%,-2%,3%,2%,25%[10 µM]
CC(=O)c1sc(NC(=O)c2ccccc2)nc1-c1ccccc1,.,-1%,2%,3%,7%,-18%,.
COCCN(C(=O)CSc1nc2ccccc2c(=O)n1C(C)COC)c1c(N)n(Cc2ccccc2)c(=O)[nH]c1=O (stereo not drawn),-2%[46 µM],5%,5%,3%,2%,-1%,-22%
COc1cc(C(=O)NCc2nnc(SCC(=O)N3CCCCC3)o2)cc(OC)c1OC,3%,6%,8%,2%,18%,8%,-2%
Cc1ccc(C)c(NC(=O)CSc2nnc(-c3ccccc3)o2)c1,-12%,10%,7%,-7%,13%,-2%,-8%
CC(=O)c1cccc(N2C(=O)C3C4CCC(C4=C(C)C)C3C2=O)c1 (stereo not drawn),?,-7%,?,-3%,-15%,-4%,.
O=c1[nH]c(-c2ccc(Cl)cc2)nc2c1cnn2-c1ccccc1,-3%,2%,-5%,-6%,-8%,5%,29%[10 µM]
COc1ccc(Nc2nc(N)nc(C(F)(F)F)n2)c(OC)c1,-2%,9%,-5%,-7%,-10%,-4%,-6%[0.074 µM]
O=C(O)CCCNC(=O)c1cncc(O)c1,10%,-6%,-8%,-3%,2%,9%,13%
CC(=O)C1=C(C)Nc2ncnn2C1c1cccc(OCc2ccccc2)c1 (stereo not drawn),?,7%,-3%,-6%,-20%,1%,23%[10 µM]
O=C(c1ccccc1)N1CCSc2sccc2C1=O,.,-3%,0%,1%,?,0%,6%
Cc1c(NC(=O)C(C)c2ccc(CC(C)C)cc2)c(=O)n(-c2ccccc2)n1C (stereo not drawn),-4%,0%,-6%,-6%,13%,4%,15%
COc1ccc(-c2nc(CN3CCCCC3CCc3ccccn3)c(C)o2)cc1 (stereo not drawn),5%[46 µM],-2%,7%,7%,11%[9.22 µM],-2%,36%[10 µM]
Nc1cc(Cl)c(N)c(Cl)c1,.,-14%[21.7 µM],.,-7%,.,.,?
Brc1ccccc1-c1csnn1,?,6%,1%,-6%,2%,2%,.
S=C1NC2(CCS1)Oc1ccccc1C1CC(c3ccccc3)=NN12 (stereo not drawn),.,0%,.,6%,4%[9.22 µM],-20%,30%[10 µM]
CC(=O)Nc1ccc(OCCCNC(=O)c2c(-c3ccccc3)noc2C)cc1,.,5%,.,-3%,5%[9.22 µM],3%,4%[10 µM]

# Compound profiles (already shown). Order of values: Lamin A splicing | CBFb-RUNX1 inh | GAA inh | GAA spleen mod | HTT aggregate | GAA glycogen | HTT ATP protect
# COC(=O)c1ccccc1NC(=O)CN(C)S(=O)(=O)c1ccc(OC)cc1 in the list: -5% | 4% | -8% | -5% | -5% | 0% | 6%
# O=C1C2CCCN2C(c2ccccc2F)N1c1ccc(Cl)cc1 (stereo not drawn) in the list: ? | 1% | 4% | -1% | 20% | 10% | -9%
# CC1Cc2ccccc2N1C(=O)CSc1nc(-c2ccco2)cc(C(F)(F)F)n1 (stereo not drawn) in the list: 10% | 9% | -7% | 7% | 7% | 2% | 13%[10 µM]
# COc1ccc(Nc2nc(N)nc(C(F)(F)F)n2)c(OC)c1 in the list: -2% | 9% | -5% | -7% | -10% | -4% | -6%[0.074 µM]

# New compounds follow.
SMILES,Lamin A splicing,CBFb-RUNX1 inh,GAA inh,GAA spleen mod,HTT aggregate,GAA glycogen,HTT ATP protect
COc1cc(OC)cc(C(=O)N[C@H](C(=O)OCC(=O)Nc2ccc(C(C)C)cc2)C(C)C)c1,5%,-4%,-6%,2%,?,-15%,12%[10 µM]
O=C(NNC(=O)C1CCN(S(=O)(=O)c2ccc(Cl)cc2)CC1)c1ccc(Cl)cc1,-2%,-3%,-23%,-6%,-4%,1%,0%
O=c1[nH]c(=S)[nH]c2[nH]c(=S)[nH]c12,-3%[46 µM],-5%,?,1%,-2%,40µM*,-26%
COc1cccc(C(=O)OC(C)CN2CCCC2)c1 (stereo not drawn),-1%,1%,-2%,4%,13%[9.22 µM],-15%,-2%[10 µM]
COc1ccc(CCC(=O)NCCCNC(=O)CCc2ccc(OC)cc2)cc1,15%,3%,-15%,9%,12%,-5%,15%[10 µM]
NC(=O)[C@@H]1CCCNc2c(I)cc([N+](=O)[O-])cc2C(=O)N[C@@H](CO)C(=O)N[C@@H](Cc2ccc(O)cc2)C(=O)N1,-4%,8%[2.36 µM],-1%,0%,5%,3%,.
COC(=O)C1=C(C(=O)OC)[C@@H]2N(C)c3ccccc3[C@@]23C[C@@H](C(=O)OC)N(C(=O)c2cc(C)oc2C)C3=N1,0%[9.22 µM],-7%[13.1 µM],.,-3%[17.4 µM],16%[9.22 µM],-6%,6%&-6%[10 µM]
CCCC=O,.,6%[21.7 µM],.,5%,.,.,-5%
CCOC(=O)C1CCN(C(=O)c2c(-c3c(F)cccc3Cl)noc2C)CC1,2%,6%,-10%,-9%,19%,3%,-20%
CCn1c(-c2nn(-c3ccccc3)ccc2=O)n[nH]c1=S,-17%[9.22 µM],-3%,-1%,-6%,17%[9.22 µM],12%,-42%[inhibitor][1.9 µM]
CC(CN1CCCCC1)OC(=O)c1ccc(Cl)cc1Cl (stereo not drawn),-1%,0%,7%,-18%,5%,2%,10%
Cc1nn(C)cc1CNC(=O)c1cccc(Br)c1,-3%,4%,1%,-1%,17%,7%,-14%[10 µM]

# Screening results (PubChem BioAssay)
